# GCN5L2 inh: GCN5L2 (KAT2A) acetyltransferase inhibition; hit rate 0.21% among 390,000; GCN5L2 HAT assay, ThioGlo1 CoA-SH fluorescence; Potency, µM (doses to about 58.9 µM), for the others: at the top dose activity change, negative = inhibition, most hits filed as inhibitors
# Target sequence (Q92830 whole entry, looked up): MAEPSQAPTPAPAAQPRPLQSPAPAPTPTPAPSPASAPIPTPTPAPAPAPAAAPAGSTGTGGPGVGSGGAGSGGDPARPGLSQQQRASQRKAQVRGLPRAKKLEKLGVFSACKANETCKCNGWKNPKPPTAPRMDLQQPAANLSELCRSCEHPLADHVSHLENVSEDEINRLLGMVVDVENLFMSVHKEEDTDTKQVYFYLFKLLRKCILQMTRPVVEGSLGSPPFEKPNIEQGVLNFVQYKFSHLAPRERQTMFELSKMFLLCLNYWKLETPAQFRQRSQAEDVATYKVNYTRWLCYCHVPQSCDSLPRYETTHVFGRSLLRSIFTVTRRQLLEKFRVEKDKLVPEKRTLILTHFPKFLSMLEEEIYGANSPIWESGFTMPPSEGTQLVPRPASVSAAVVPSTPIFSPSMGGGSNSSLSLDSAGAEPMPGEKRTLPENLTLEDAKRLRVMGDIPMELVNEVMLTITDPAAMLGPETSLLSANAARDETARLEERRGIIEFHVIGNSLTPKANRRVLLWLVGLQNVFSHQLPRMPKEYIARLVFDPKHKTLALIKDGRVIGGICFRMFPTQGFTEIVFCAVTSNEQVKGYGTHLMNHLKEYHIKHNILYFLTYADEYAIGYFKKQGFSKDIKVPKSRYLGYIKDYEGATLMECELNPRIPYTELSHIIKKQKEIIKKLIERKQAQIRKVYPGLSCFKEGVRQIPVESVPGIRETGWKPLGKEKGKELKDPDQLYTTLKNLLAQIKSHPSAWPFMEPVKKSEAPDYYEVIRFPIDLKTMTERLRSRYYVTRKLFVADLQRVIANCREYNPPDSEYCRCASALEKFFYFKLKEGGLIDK
#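 GCN5L2 (20nM final) in 50mM HEPES, 0.1mM EDTA pH 7.5, 0.01% Tween-20 was preincubated 15 min at room temperature with compound, then given ThioGlo1 (50uM), H3(1-25) peptide (75uM) and acetyl-CoA (70uM); CoA-thiol fluorescence (Ex340/Em540) was read at 0 and 20 min.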
# TDP1 block: inhibitors of human tyrosyl-DNA phosphodiesterase TDP1; recombinant TDP1, AlphaScreen DNA substrate cleavage; Potency, µM (doses to about 130 µM), without a hit: at the highest dose activity change, negative = inhibition, usual class: inhibitors; hit rate 0.28% among 350,000; AID 485290; further: nearly all actives have a fitted effect of over 40% in size
#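 Enzyme-compound mixtures sat 15 min at room temperature, followed by a 5 min reaction with 15 nM final substrate and 10 min with AlphaScreen beads. Recombinant human Tdp1 was used at 1 nM final.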
# TDP1 cell noCPT: qHTS for Inhibitors of human tyrosyl-DNA phosphodiesterase 1 (TDP1): qHTS in cells in absence of CPT; DT40 Tdp1-/- hTDP1 cells, no CPT, ATP luminescence, 48 h; Potency, µM (titrated, usually from 46.2 µM), for inactives: at the highest dose activity change, negative = growth inhibition, actives largely listed as inhibitors; hit rate 15% among 420,000; further: nearly all actives have a fitted effect of over 55% in size
#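 Chicken DT40 Tdp1-/- cells stably complemented with human TDP1 were seeded at 400 cells/well with DMSO in place of 20 nM camptothecin. After compound pinning, cells grew at least 48 hr at 37 °C; viability read by CellTiter-Glo luminescence.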
# Active calls of the source: *; ? = inconclusive; nt = not tested or not shown; & = joins results of further samples; [ ] = remark or other dose. The call rests on the fitted dose curve; in most records, active means well fitted curve in the direction sought with a large enough effect; inconclusive means small, poorly fitted or top-dose-only effect, or another doubt; inactive means no such curve, though single readings can be large; an effect the other way counts as inactive or inconclusive. On the % scale 0 is the no-effect control and ±100 the full control effect; potency means the concentration at half of the fitted maximal effect. This is a subset; the hit share may differ from the screen's.
SMILES,GCN5L2 inh,TDP1 block,TDP1 cell noCPT
Cc1ccccc1NS(=O)(=O)c1ccc(C(=O)NCC(c2ccco2)N(C)C)cc1 (stereo unspecified),1%,-6%,?
CC1(C)CC(=O)c2c(nc(SCC(=O)Nc3nsc(-c4ccccc4)n3)c(C#N)c2-c2ccccc2)C1,-5%,-5%,4.6µM*
COc1ccc(NC(=O)CC(C)NCCCN2CCCC2=O)cc1 (stereo unspecified),1%,nt,7%
CCOC(=O)CSc1nc(C(C)C)nc2ccccc12,-10%,-2%,-25%
ON1C2CCCCC2N(O)C1c1c(F)c(F)c(F)c(F)c1F (stereo unspecified),3%,2%,?
COc1ccccc1NC(=O)C(C)OC(=O)C1CCC(C(C)(C)C)CC1 (stereo unspecified),-14%,nt,?
Cc1cc(C)n(CC(=O)Nc2cc(F)ccc2F)c(=O)c1C#N,-6%,6%,nt
COc1ccc(OCC(=O)NCCc2ccc(S(N)(=O)=O)cc2)cc1,-2%,2%,0%
CCCC[N+](CC#Cc1ccccc1)(CCCC)CCCS(=O)(=O)[O-],-3%,-3%,-15%
C[N+]1(C)CCC[C@@H](OC(=O)C(O)(c2ccccc2)c2ccccc2)C1,7%[21.4 µM],1%[56.1 µM],nt
Cc1cc(C(=O)COC(=O)c2ccc[nH]c2=O)c(C)n1C,-6%,-5%,6%
COc1ccc(S(=O)(=O)N2CCNCC2)cc1,-4%,nt,-20%
COc1cccc(CNCCNC(=O)c2ccco2)c1OC,0%,2%,-22%
CCc1cccc(CC)c1NC(=O)COC(=O)c1ccc2c(c1)S(=O)(=O)c1ccccc1C2=O,-5%,-3%,-17%
Cc1cc(NC(=O)c2sccc2C)n(-c2nc3ccccc3[nH]2)n1,-6%,8%,16µM*
COc1ccccc1CNC(=O)CCc1cn(C)c2ccccc12,-2%,nt,?
CCOc1ccccc1CNCCN1CCOCC1,-2%,1%,6%
O=S(=O)(NCc1ccccn1)c1cc(C(F)(F)F)ccc1Cl,-4%,5%,-18%
COc1cccc(OCc2cc(C(=O)NCC3CCCCC3)no2)c1,-1%,1%,7%
Cc1cc(-c2ccccc2)nc(N/N=C/c2ccccc2F)n1,-9%,nt,?
CCOC(=O)N1CCN(C(=O)c2cc3c(s2)-c2c(C)cccc2OC3)CC1,-19%,-3%,?
Cc1ccc(NC(=O)CCn2nc(-c3ccccc3)c3ccccc3c2=O)c(C)c1,-9%,0%,?
CC(=O)c1ccccc1N(C(=O)c1ccco1)C(C(=O)NC1CCCC1)c1ccc(C)cc1 (stereo unspecified),2%,3%,-22%
Cc1cc(C)c(Cn2c3ccccc3c3cnn(CC(=O)NCc4ccccn4)c(=O)c32)c(C)c1,-8%&-12%,0%&8%,23µM*
CCOc1ccc(N(CC(=O)NCCc2ccc(OC)cc2)S(C)(=O)=O)cc1,?,3%,-12%
Cc1noc(C)c1COC(=O)C1COc2ccccc2O1 (stereo unspecified),-1%,0%,-8%
Cc1ccc(CNS(=O)(=O)c2ccc3c(c2)CCN3C(=O)C2CCC2)cc1,-9%,-3%,?
COc1ccc(-c2nc(C)c(CCNC(=O)C(=O)Nc3ccccc3OC)s2)cc1,3%,-3%,nt
CCCN1CCN(CCCNC(=O)CCn2nc(-c3ccccc3)ccc2=O)CC1,0%,3%,3%
Cc1cc(Cl)c(S(=O)(=O)NCc2cccnc2)cc1OCC(=O)NC1CCCCC1,-2%,0%,-16%
COc1ccc(CCNC(=O)c2cc3c(F)cccc3s2)cc1OC,-5%,-8%,?
COC(=O)c1ccccc1NC(=O)CN(C1CCCCC1)S(C)(=O)=O,-7%,7%,?
COc1ccc(OC)c(S(=O)(=O)N2CCCC(C(=O)NCCc3ccccc3)C2)c1 (stereo unspecified),-2%,1%,-24%
COc1ccc(C)cc1NC(=O)COC(=O)Cc1ccc(-c2ccccc2)cc1,-12%,0%,-2%
O=C(CNC(=O)N1CC(=O)Nc2ccccc21)NCCc1ccc(Cl)cc1,2%,3%,-7%
CC(=O)Nc1ccc(S(=O)(=O)NCCS(=O)(=O)N2CCN(c3ccccc3)CC2)cc1,-2%,2%,-16%
COc1ccc(OC(C)C(=O)N(C)Cc2nc(-c3ccc(OC)cc3)no2)cc1 (stereo unspecified),-1%,6%,?
C/C(=N\O)c1ccco1,4%,0%,-12%
Cc1ccc(S(=O)(=O)N(CC(=O)O)Cc2ccco2)cc1,0%,22µM*,0%
CCN(Cc1nc(-c2ccc(OC)cc2)no1)C(=O)c1ccc2c(c1)OCO2,-1%,5%[0.0935 µM],-9%
CCN(CC(=O)NCc1ccc(Cl)cc1)C(=O)c1sccc1C,3%,0%,2%
O=C(CSc1nnc(-c2ccccn2)n1Cc1ccccc1)NC1CCCC1,6%,0%,-27%
COc1ccccc1C(=O)NCC(=O)N/N=C/c1ccc([N+](=O)[O-])cc1,-14%,-8%,-8%
NC(=O)c1ccccc1NC(=O)c1ccccc1Cl,-15%,nt,?
CCN(CC)CCC(c1cc(OC)c(OC)c(OC)c1)c1c(O)cc(OC)cc1OC (stereo unspecified),-9%,6%,?
CC(C)CNC(=O)CSc1nc2scc(-c3ccccc3)c2c(=O)[nH]1,1%,1%,-9%
Cc1ccc(NC(=O)C2CCCN2S(=O)(=O)c2cccc3cccnc23)cc1F (stereo unspecified),1%,3%,?
CN1C(=O)C(O)(CC(=O)/C=C/C=C/c2ccccc2)c2ccccc21 (stereo unspecified),0%,4%,?
CCOC(=O)COc1nc(-c2ccc(Cl)cc2)cc(-c2ccco2)c1C#N,-1%,nt,-28%
CC(C)c1nnc(NC(=O)CCC(=O)NCc2ccco2)s1,0%,5%,-23%
CCCCC(=O)NN(C)c1nc(-c2ccccc2)nnc1C(F)(F)F,-8%,1%,?
COc1cccc(C(C(=O)NC2CCCCC2)N(CC2CCCO2)C(=O)CNC(=O)c2ccco2)c1 (stereo unspecified),2%,-4%,-8%
Cc1ccc(/C=C/C(=O)O)cc1S(=O)(=O)N1CCc2ccccc21,1%,nt,18%
COC(C(=O)N/N=C(\C)c1ccc(C)cc1)c1ccccc1 (stereo unspecified),-11%,6%,-11%
S=C(Nc1ccccc1Cl)N1CCN(c2ccccn2)CC1,-1%,nt,-16%
CC(Sc1nnc(-c2ccccc2F)o1)C(=O)Nc1ccc(N2CCOCC2)cc1 (stereo unspecified),1%,-3%,6%
Cc1ccc(CN2CCCN(Cc3c(F)cccc3Cl)S2(=O)=O)cc1,-5%,nt,-11%
COc1cc(/C=C(\C#N)C(N)=O)cc(CSc2nc3ccccc3s2)c1O,28µM*,15%,15µM*
COc1cccc2c(SCC(=O)N/N=C/c3ccccc3)cc(C)nc12,-7%,3%,?
Cc1ccc(C(=O)NNC(=O)c2cc3ccccc3cc2O)cc1,-4%,nt,?

# Other records follow:
SMILES,GCN5L2 inh,TDP1 block,TDP1 cell noCPT
CC(O)[C@H]1CNCCN1CCc1cc(C(F)(F)F)cc(C(F)(F)F)c1 (stereo partly specified),-3%,-6%,?
Nc1c(C(=O)NC2CC2)c2nc3ccccc3nc2n1-c1ccc2c(c1)OCO2,-4%,5%,?
COc1cc(CN2CCN(C3CCC3)CC2CCO)cc(OC)c1 (stereo unspecified),-6%,nt,3%
CCOc1ccccc1NC(=O)C1CCN(S(=O)(=O)c2ccc3c(c2)CC(C)N3C(C)=O)CC1 (stereo unspecified),-9%,5%,?
Oc1c(Cl)cc(Cl)cc1C=Nc1ccc(Br)cc1,-15%,0%,-30%
Clc1cccc(C2CCN(Cc3nc(CC4CC4)no3)C2)c1 (stereo unspecified),-8%,5%,-15%
O=C(NNC(=O)c1cccs1)c1ccc(Br)o1,-1%,1%,-14%
Cc1cc(NC(=O)C(C)SCC(=O)OCc2ccc([N+](=O)[O-])cc2)no1 (stereo unspecified),-11%,-5%,-1%
CCOc1ccc2nc(-c3cc(NC(C)=O)ccc3O)sc2c1,-1%,1%,-23%
Cc1c(C(=O)Nc2nccs2)sc2nc(-c3cccs3)cc(C(F)(F)F)c12,3%,6%,23µM*
Cc1ccc(C)c(CN2CCC(CNC(=O)Nc3ccc(Cl)cc3)CC2)c1,-17%,nt,?
Cc1cc([N+](=O)[O-])nn1CC(=O)Nc1nc2ccccc2s1,5%,5%,14%
CCn1cc([N+](=O)[O-])c(C(=O)N2N=C(c3cccc4ccccc34)CC2c2ccccc2O)n1 (stereo unspecified),-11%,8%,13µM*
CN(C)c1ncc2nc(CCc3ccccc3)c(=O)n(C3CC3)c2n1,-20%,nt,-25%
O=C(Cn1ccc2ccccc2c1=O)NCCC(=O)Nc1ccc2c(c1)OCCO2,3%,4%,5%

# Taken from above, 22 compounds:
SMILES,GCN5L2 inh,TDP1 block,TDP1 cell noCPT
Cc1ccccc1NS(=O)(=O)c1ccc(C(=O)NCC(c2ccco2)N(C)C)cc1 (stereo unspecified),1%,-6%,?
CC1(C)CC(=O)c2c(nc(SCC(=O)Nc3nsc(-c4ccccc4)n3)c(C#N)c2-c2ccccc2)C1,-5%,-5%,4.6µM*
COc1ccc(NC(=O)CC(C)NCCCN2CCCC2=O)cc1 (stereo unspecified),1%,nt,7%
CCOC(=O)CSc1nc(C(C)C)nc2ccccc12,-10%,-2%,-25%
ON1C2CCCCC2N(O)C1c1c(F)c(F)c(F)c(F)c1F (stereo unspecified),3%,2%,?
COc1ccccc1NC(=O)C(C)OC(=O)C1CCC(C(C)(C)C)CC1 (stereo unspecified),-14%,nt,?
Cc1cc(C)n(CC(=O)Nc2cc(F)ccc2F)c(=O)c1C#N,-6%,6%,nt
COc1ccc(OCC(=O)NCCc2ccc(S(N)(=O)=O)cc2)cc1,-2%,2%,0%
CCCC[N+](CC#Cc1ccccc1)(CCCC)CCCS(=O)(=O)[O-],-3%,-3%,-15%
C[N+]1(C)CCC[C@@H](OC(=O)C(O)(c2ccccc2)c2ccccc2)C1,7%[21.4 µM],1%[56.1 µM],nt
Cc1cc(C(=O)COC(=O)c2ccc[nH]c2=O)c(C)n1C,-6%,-5%,6%
COc1ccc(S(=O)(=O)N2CCNCC2)cc1,-4%,nt,-20%
COc1cccc(CNCCNC(=O)c2ccco2)c1OC,0%,2%,-22%
CCc1cccc(CC)c1NC(=O)COC(=O)c1ccc2c(c1)S(=O)(=O)c1ccccc1C2=O,-5%,-3%,-17%
Cc1cc(NC(=O)c2sccc2C)n(-c2nc3ccccc3[nH]2)n1,-6%,8%,16µM*
COc1ccccc1CNC(=O)CCc1cn(C)c2ccccc12,-2%,nt,?
CCOc1ccccc1CNCCN1CCOCC1,-2%,1%,6%
O=S(=O)(NCc1ccccn1)c1cc(C(F)(F)F)ccc1Cl,-4%,5%,-18%
COc1cccc(OCc2cc(C(=O)NCC3CCCCC3)no2)c1,-1%,1%,7%
Cc1cc(-c2ccccc2)nc(N/N=C/c2ccccc2F)n1,-9%,nt,?
CCOC(=O)N1CCN(C(=O)c2cc3c(s2)-c2c(C)cccc2OC3)CC1,-19%,-3%,?
Cc1ccc(NC(=O)CCn2nc(-c3ccccc3)c3ccccc3c2=O)c(C)c1,-9%,0%,?

# Two entries picked at random from those above:
SMILES,GCN5L2 inh,TDP1 block,TDP1 cell noCPT
Cc1cc([N+](=O)[O-])nn1CC(=O)Nc1nc2ccccc2s1,5%,5%,14%
Cc1cc(NC(=O)C(C)SCC(=O)OCc2ccc([N+](=O)[O-])cc2)no1 (stereo unspecified),-11%,-5%,-1%

# Next section.
SMILES,GCN5L2 inh,TDP1 block,TDP1 cell noCPT
COc1cc(-n2c(=O)c3ccccc3n(Cc3cccc(Cl)c3)c2=O)cc(OC)c1OC,-4%,-4%,?
Cc1ccc(OCCOC(=O)c2cc(S(=O)(=O)N3CCCCC3)ccc2N2CCOCC2)cc1,-11%,0%,13µM*
O=C(CCN1C(=O)c2ccccc2S1(=O)=O)Nc1ccc(F)cc1F,0%,4%[56.1 µM],7%
CCc1sc(N)nc1-c1ccccc1,8%,1%,-2%
COc1cc(/C=N/O)cc(Br)c1OCc1cccc(Cl)c1,-3%,0%,?

# Screening results: PubChem, National Center for Advancing Translational Sciences (NCATS)
